Screening data deposited in PubChem by several laboratories.
FadD28 FP inh – inhibitors of FadD28 bisubstrate probe binding, primary screen, biochemical, fluorescence polarization, single point; Mycobacterium tuberculosis FadD28 fatty-acid-AMP ligase; inhibition, % at 12.5 µM; hit rate 0.22% among 360,000; AID 588549, 2011; in the data active means inhibition above about 8.5%, passing the limit was not always enough; inconclusive means no clear call, values can overlap the other calls
Mtb BioA inh – M. tuberculosis BioA enzyme inhibitors, primary screen, biochemical, plate reader, single point, HTS | purified M. tuberculosis BioA enzyme | inhibition, % at 9.99 µM | hit rate 0.096% among 360,000 | AID 602481, 2012 | 7,8-diaminopelargonic acid synthase BioA (Mycobacterium tuberculosis); in the data active means inhibition above about 40%; inconclusive means no clear call, values can overlap the other calls
FBA Mtb inh – Mtb FBA enzyme inhibitors, primary screen, biochemical, fluorescence, strain H37Rv; hit rate 2.3% among 360,000; purified M. tuberculosis FBA, fluorescence read-out; Fructose-bisphosphate aldolase (Mycobacterium tuberculosis (strain ATCC 25618 / H37Rv)), …; inhibition, % at 1 µM; in the data active means inhibition above about 27%;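 further: 0% = vehicle and 100% = reference inhibitor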
Target sequence (P9WQA3 whole entry, looked up): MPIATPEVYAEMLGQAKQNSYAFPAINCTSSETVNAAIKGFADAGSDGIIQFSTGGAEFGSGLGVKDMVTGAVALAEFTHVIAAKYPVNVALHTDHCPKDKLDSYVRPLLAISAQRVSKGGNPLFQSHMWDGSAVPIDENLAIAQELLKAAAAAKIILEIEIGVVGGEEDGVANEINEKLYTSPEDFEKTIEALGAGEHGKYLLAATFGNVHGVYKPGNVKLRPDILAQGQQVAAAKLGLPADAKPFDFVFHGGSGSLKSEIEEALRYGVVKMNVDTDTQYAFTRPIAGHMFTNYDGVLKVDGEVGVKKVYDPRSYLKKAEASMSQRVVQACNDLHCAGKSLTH
GDH-TPI counter – GDH-TPI coupling enzyme inhibitors, primary screen, artefact control for M. tuberculosis FBA inhibitor project, biochemical, absorbance, full deck. GDH-TPI coupled enzyme counterscreen, NADH absorbance. hit rate 1.2% among 360,000. AID 588335, 2011. inhibition, % at 4.8 µM; in the data active means inhibition above about 30%;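 further: 0% = DMSO wells and 100% = wells lacking the enzyme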
UGM FP inh – M. tuberculosis UGM enzyme inhibitors, primary screen, biochemical, fluorescence polarization, single point; inhibition, % at 10 µM; hit rate 0.06% among 320,000; AID 504406, 2011; UDP-galactopyranose mutase (Mycobacterium tuberculosis (strain ATCC 25618 / H37Rv)), …; purified UGM, fluorescence polarization probe displacement; in the data active means inhibition above about 10%, passing the limit was not always enough; inconclusive means no clear call, values can overlap the other calls
Target sequence (P9WIQ1 whole entry, looked up): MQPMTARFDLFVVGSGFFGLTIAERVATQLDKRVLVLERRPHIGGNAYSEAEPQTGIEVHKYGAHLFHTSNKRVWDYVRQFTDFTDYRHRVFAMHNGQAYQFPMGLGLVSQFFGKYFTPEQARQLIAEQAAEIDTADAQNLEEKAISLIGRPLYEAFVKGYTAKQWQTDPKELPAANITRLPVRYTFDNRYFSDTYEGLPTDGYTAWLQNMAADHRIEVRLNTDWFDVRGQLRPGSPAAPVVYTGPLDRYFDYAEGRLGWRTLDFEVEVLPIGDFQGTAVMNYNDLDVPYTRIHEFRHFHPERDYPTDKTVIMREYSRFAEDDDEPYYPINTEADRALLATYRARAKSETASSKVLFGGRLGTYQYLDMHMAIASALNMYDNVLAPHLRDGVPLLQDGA
PrPC surface inh – inhibitors of human cell surface prion protein PrPC, primary screen, cell-based, TR-FRET | Major prion protein (Homo sapiens), P04156 | AID 720596, 2013 | hit rate 0.43% among 370,000 | inhibition, % at 13.8 µM | TR-FRET read-out; in the data active means inhibition above about 24%; further: 0% = median of the test wells and 100% = reference compound wells
MazF activator – activators of E. coli MazEF toxin-antitoxin RNase, primary screen, biochemical, fluorescence, uHTS; AID 504720, 2011; activation, % at 20 µM; FAM/BHQ RNA-DNA oligo cleavage fluorescence, 5 h; hit rate 0.32% among 350,000; Endoribonuclease toxin MazF (Escherichia coli (strain K12)), P0AE70; in the data active means activation above about 50%
Target sequence (P0AE70 whole entry, looked up): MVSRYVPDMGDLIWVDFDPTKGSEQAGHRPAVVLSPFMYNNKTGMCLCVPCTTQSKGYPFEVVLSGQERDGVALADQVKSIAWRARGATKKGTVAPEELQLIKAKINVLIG
BoNT F protease – BoNT/F light chain protease inhibitors, primary screen, biochemical, flow cytometry, MLPCN library | hit rate 0.22% among 360,000 | Botulinum neurotoxin type F light chain protease (Clostridium botulinum) | AID 588497, 2011 | inhibition, % at 10 µM | Multiplex microsphere protease cleavage assay; in the data active means inhibition above about 35%, passing the limit was not always enough; inconclusive means no clear call, values can overlap the other calls; further: plate controls were buffer without enzyme for full effect and enzyme alone for no effect
Rv3671c protease – Rv3671c serine protease inhibitors, primary screen, biochemical, fluorescence polarization, M. tuberculosis H37Rv. P9WHR9. inhibition, % at 5.96 µM. hit rate 0.048% among 320,000. AID 2606, 2010; in the data active means inhibition above about 38%;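 further: extracellular domain of Rv3671c used as enzyme; 0% = enzyme with DMSO and 100% = no enzyme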
An asterisk follows results filed as active; u = inconclusive; x = no result given.

SMILES | FadD28 FP inh | Mtb BioA inh | FBA Mtb inh | GDH-TPI counter | UGM FP inh | PrPC surface inh | MazF activator | BoNT F protease | Rv3671c protease
Cc1ccc(S(=O)(=O)CCC(=O)Nc2ccc(Br)cc2)cc1 | 0.4 | 1.8 | -0.4 | 8.2 | -2.1 | 10.2 | 1.5 | -0.3 | -9.1
Cc1cc(C)nc(Sc2ccc3nnnn3n2)n1 | -1.6 | 0.4 | 2.3 | 10.0 | 1.6 | -7.7 | -1.7 | -8.5 | 7.9
CC(C)CNC(=S)N1CCN(Cc2ccc3c(c2)OCO3)CC1 | 0.0 | x | 2.0 | 8.0 | 3.5 | 1.7 | -9.4 | -2.0 | 4.5
COc1ccccc1NS(=O)(=O)c1ccc2ccccc2c1 | -3.0 | -0.3 | -4.9 | -6.9 | 0.1 | -4.0 | 8.5 | -10.7 | -6.3
CC(=O)c1nnn(-c2cccc([N+](=O)[O-])c2)c1C | -0.8 | 1.2 | -3.0 | 4.4 | -0.9 | -23.9 | -2.8 | 3.1 | 6.3
CCOC(=O)C(C)Sc1nnc(NC(=O)c2ccc3c(c2)OCO3)s1 (stereo not given) | -2.2 | x | -1.1 | 11.1 | 2.0 | -6.7 | 2.4 | 1.5 | -12.1
NNC(=O)C(Cc1cnc[nH]1)NC(=O)OCc1ccccc1 (stereo not given) | -4.5 | -0.4 | 0.5 | -3.6 | -0.7 | -3.6 | 14.5 | 0.4 | 0.3
Cc1ccc(OCCNS(=O)(=O)c2ccc(N3CCCC3=O)cc2)cc1 | 0.9 | -2.1 | 8.4 | 0.0 | 3.2 | 13.5 | -1.9 | -14.6 | 4.5
COc1ccc(C(=O)Nc2nc(-c3ccc(S(=O)(=O)N4CCOCC4)cc3)cs2)cc1 | -4.5 | 0.6 | 0.7 | 3.9 | -3.1 | 27.2* | -3.8 | -3.2 | -46.8
Cc1ccc(C(=O)NC(=S)NNS(=O)(=O)c2ccc(C)cc2)cc1 | -3.2 | 3.2 | 2.7 | -9.9 | 3.7 | -2.8 | -4.7 | 1.6 | -3.5
CCOC(=O)COc1ccccc1/C=N/O | -0.5 | 2.8 | -0.7 | 1.5 | -2.1 | 4.3 | 2.5 | -2.7 | -12.7
O=C(OCCN=C1NS(=O)(=O)c2ccccc21)c1cccs1 | -4.2 | x | -1.5 | -4.5 | 0.2 | 0.9 | -2.5 | -3.0 | 0.0
NC(=O)COc1ccc2oc(=O)cc(-c3cc4ccccc4o3)c2c1 | -5.5 | -0.8 | 2.2 | 22.2 | -2.2 | -42.6 | 14.0 | -0.7 | -8.9
Nc1nnc(CSCc2cccc(Br)c2)s1 | -1.6 | -2.3 | 1.5 | 3.1 | 0.2 | 1.4 | 4.5 | -1.8 | 9.8
CC(=O)Nc1ccc(-c2csc(NC=C3C(=O)OC(C)(C)OC3=O)n2)cc1 | -0.5 | x | -5.7 | 6.6 | 1.4 | -2.4 | 1.7 | -1.8 | -5.3
Cc1ccc(NC(=O)CC(=O)c2ccccc2)cc1C | 0.9 | -0.5 | -0.1 | -1.9 | 0.7 | -0.7 | 11.2 | -4.2 | -16.6
O=c1cc(N2CCOCC2)c2ccccc2o1 | -3.2 | -0.1 | -3.2 | -1.2 | -2.9 | 2.8 | 4.7 | -1.4 | 11.3
C#C[C@]1(O)CC[C@H]2[C@@H]3CCc4cc(O)ccc4[C@H]3CC[C@@]21C | -2.3 | 0.5 | 0.7 | 2.6 | -3.5 | 8.1 | 6.5 | -7.9 | -10.4
COc1cccc(NC(=O)N(C)C[C@H]2OCc3cnnn3CCCC(=O)N([C@H](C)CO)C[C@@H]2C)c1 | -1.8 | 0.8 | -3.9 | -8.1 | x | 8.2 | 2.9 | 0.2 | x
CS/C(=N\S(=O)(=O)c1cccs1)Nc1ccc(Cl)cc1 | -4.8 | x | -4.3 | 3.7 | 2.6 | 1.4 | -11.8 | -6.2 | 0.0

Brought forward from above: 5 compounds, followed by the next part.
SMILES | FadD28 FP inh | Mtb BioA inh | FBA Mtb inh | GDH-TPI counter | UGM FP inh | PrPC surface inh | MazF activator | BoNT F protease | Rv3671c protease
Cc1ccc(NC(=O)CC(=O)c2ccccc2)cc1C | 0.9 | -0.5 | -0.1 | -1.9 | 0.7 | -0.7 | 11.2 | -4.2 | -16.6
O=c1cc(N2CCOCC2)c2ccccc2o1 | -3.2 | -0.1 | -3.2 | -1.2 | -2.9 | 2.8 | 4.7 | -1.4 | 11.3
C#C[C@]1(O)CC[C@H]2[C@@H]3CCc4cc(O)ccc4[C@H]3CC[C@@]21C | -2.3 | 0.5 | 0.7 | 2.6 | -3.5 | 8.1 | 6.5 | -7.9 | -10.4
COc1cccc(NC(=O)N(C)C[C@H]2OCc3cnnn3CCCC(=O)N([C@H](C)CO)C[C@@H]2C)c1 | -1.8 | 0.8 | -3.9 | -8.1 | x | 8.2 | 2.9 | 0.2 | x
CS/C(=N\S(=O)(=O)c1cccs1)Nc1ccc(Cl)cc1 | -4.8 | x | -4.3 | 3.7 | 2.6 | 1.4 | -11.8 | -6.2 | 0.0
COCCCN1C(=O)C(=O)/C(=C(/O)c2ccc3c(c2)OCCO3)C1c1ccc(C(=O)OC)cc1 (stereo not given) | -0.4 | 1.3 | 4.1 | 1.9 | 4.6 | 0.9 | 0.7 | -0.3 | -9.5
COC(=O)C1C2CCCCC1C(=O)O2 (stereo not given) | 0.4 | x | 0.8 | 7.8 | x | 1.1 | -0.8 | 1.0 | x
COc1ccc(NC(=O)NNC(=O)COc2ccc([N+](=O)[O-])c(C)c2)cc1OC | -8.0 | 0.5 | -0.9 | 3.5 | 0.7 | -1.8 | 4.7 | 11.1 | 1.6
O=C(CN1C(=O)CC(c2ccccc2)=Nc2ccccc21)NC1CCCCC1 | -1.6 | -0.2 | -5.1 | 2.5 | 0.8 | 1.5 | -11.5 | 15.3 | 7.4
CCN(CC)C(=O)CSc1nc(O)cc(=O)n1C | -2.6 | -1.1 | 0.6 | -20.1 | 1.7 | -1.1 | -0.5 | 5.2 | -0.4
CNC(=S)N(Cc1ccc(OC)cc1)Cc1cc2cccc(C)c2[nH]c1=O | -3.8 | x | -1.9 | 1.2 | 3.4 | -0.6 | -3.2 | -8.8 | 0.7
Cc1cc(C)c2nc(N3CCCC(C(=O)NC4CCCC4)C3)sc2c1 (stereo not given) | -1.9 | -4.8 | -0.2 | 4.3 | -0.4 | -3.8 | 5.5 | 3.3 | -4.7
COc1cc(C(C2C(=O)CC(C)(C)CC2=O)C2C(=O)CC(C)(C)CC2=O)ccc1OC(C)=O | -0.7 | x | -1.1 | 10.2 | -1.9 | 12.4 | 1.1 | u | 3.7
CCOc1ccc(NC(=O)N(CCN(C)C)C(C)c2ccncc2)cc1 (stereo not given) | -0.2 | 0.1 | -0.8 | 3.3 | -0.4 | 0.2 | 7.0 | -12.2 | 6.9
COc1ccc(OC)c(C(=O)NC(CC(N)=O)c2ccc(NCCOc3ccccc3)c([N+](=O)[O-])c2)c1 (stereo not given) | 1.0 | 3.4 | 0.9 | 3.5 | 7.3 | -25.7 | -29.5 | 2.0 | -6.2
Cc1ccccc1-c1nc2ccccc2c(=O)n1C1CCS(=O)(=O)C1 (stereo not given) | -0.3 | 0.5 | 3.3 | 0.0 | 0.7 | -2.3 | 11.2 | -14.6 | 0.0
CN(C(=O)CN(CCO)CC(=O)N(C)C(C)(C)Cc1ccccc1)C(C)(C)Cc1ccccc1 | -0.4 | 1.7 | 1.0 | 1.4 | -0.6 | 10.4 | -2.2 | -5.8 | -8.2
O=C1CN(C(=O)c2ccccc2F)C(c2ccccc2)c2cc(Cl)ccc2N1 (stereo not given) | -1.4 | 1.3 | -2.0 | -3.8 | -0.2 | 13.9 | 5.1 | 5.3 | 2.3
COc1ccc(C(c2nnnn2Cc2cccs2)N2CCN(c3ccc(F)cc3)CC2)cc1OC (stereo not given) | -3.0 | 1.1 | 1.0 | -1.2 | -0.3 | -2.5 | 1.4 | -0.4 | 6.5
COc1cc(/C=N/NC(=O)c2nnn(-c3nonc3N)c2C(C)C)ccc1O | -1.1 | 3.3 | -2.7 | 31.5* | -1.8 | -0.8 | 7.1 | -1.6 | -5.3
O=C1c2ccccc2C(Nc2cccc(C(F)(F)F)c2)N1Cc1ccco1 (stereo not given) | -5.4 | 1.7 | 2.1 | -2.6 | -3.6 | 11.1 | -14.9 | -7.7 | -1.6
COc1cc(S(N)(=O)=O)c(OC)cc1N | -0.3 | -1.7 | 2.1 | -0.3 | 0.3 | 0.0 | -27.9 | 12.1 | -11.2
CC1CN(C(=O)c2cc3cc([N+](=O)[O-])ccc3s2)CC(C)O1 (stereo not given) | -2.5 | x | -1.2 | 5.1 | 4.6 | -25.9 | 160.9* | -3.4 | 9.5
Cc1ccc(NC(=O)CN2C(=O)NC(Cc3ccccc3)C2=O)cc1Cl (stereo not given) | -1.5 | -1.8 | 2.0 | 1.6 | 0.2 | -5.2 | -1.0 | -0.1 | -3.3
O=C(Nc1ncc(Cc2ccccc2Cl)s1)C1=NCCN1 | 0.1 | x | 1.6 | 10.4 | 1.7 | 4.9 | -5.6 | -1.7 | 4.6
COc1ccc(C(=O)OCc2c(-c3ccccc3)ncc3ccccc23)cc1 | -2.8 | -1.6 | 5.2 | 18.4 | 0.0 | -3.3 | -15.5 | 3.3 | -12.7
Cc1cccc(N2CCN(C(=O)c3cccc(N4C(=O)C5C6C=CC(C6)C5C4=O)c3)CC2)c1C (stereo not given) | 0.3 | -0.1 | 6.9 | 3.5 | 2.7 | -1.2 | 10.2 | 5.2 | -0.8
OCC[C@@H]1C[C@@H](O)[C@H](O)[C@]2(Cc3ccccc3O2)O1 | -3.9 | -2.4 | 0.9 | 7.4 | -1.6 | 6.6 | 7.2 | -6.2 | -10.9
[O-][n+]1c2ccccc2c2n1CCN=C2c1ccc(Cl)cc1 | -2.3 | 0.7 | -0.8 | 11.6 | -1.7 | -9.1 | -2.3 | -19.0 | 6.8
COCCn1c(=O)[nH]c2cc(C(=O)N3CCN(Cc4ccc5c(c4)OCO5)CC3)ccc2c1=O | -3.0 | -0.8 | 2.8 | -2.4 | x | 3.9 | -11.0 | -1.7 | x
O=C(COC(=O)c1cccc(F)c1)NC(=O)NCc1ccccc1 | 0.1 | -0.7 | 2.9 | 2.9 | 0.4 | -2.4 | -5.2 | -15.9 | -3.1
COc1ccc(C2(C)NC(=O)N(CC(=O)Nc3ccc4c(c3)CCC4)C2=O)cc1OC (stereo not given) | -1.1 | 1.4 | 3.5 | -5.5 | 1.6 | 2.3 | 7.3 | 4.5 | -1.1

3 entries from above, field by field:
> Cc1cccc(N2CCN(C(=O)c3cccc(N4C(=O)C5C6C=CC(C6)C5C4=O)c3)CC2)c1C (stereo not given)
  FadD28 FP inh: 0.3
  Mtb BioA inh: -0.1
  FBA Mtb inh: 6.9
  GDH-TPI counter: 3.5
  UGM FP inh: 2.7
  PrPC surface inh: -1.2
  MazF activator: 10.2
  BoNT F protease: 5.2
  Rv3671c protease: -0.8
> OCC[C@@H]1C[C@@H](O)[C@H](O)[C@]2(Cc3ccccc3O2)O1
  FadD28 FP inh: -3.9
  Mtb BioA inh: -2.4
  FBA Mtb inh: 0.9
  GDH-TPI counter: 7.4
  UGM FP inh: -1.6
  PrPC surface inh: 6.6
  MazF activator: 7.2
  BoNT F protease: -6.2
  Rv3671c protease: -10.9
> [O-][n+]1c2ccccc2c2n1CCN=C2c1ccc(Cl)cc1
  FadD28 FP inh: -2.3
  Mtb BioA inh: 0.7
  FBA Mtb inh: -0.8
  GDH-TPI counter: 11.6
  UGM FP inh: -1.7
  PrPC surface inh: -9.1
  MazF activator: -2.3
  BoNT F protease: -19.0
  Rv3671c protease: 6.8
